Assay outcomes (PubChem)
aSyn yeast inh = rescues yeast growth from alpha-synuclein toxicity. Potency, µM (titrated, usually from 46.1 µM), for inactives: at the highest dose growth rescue (activation), actives largely listed as activators. AID 652106. Yeast expressing alpha-synuclein, growth rescue, BacTiter-Glo, 24 h. hit rate 0.14% among 370,000; note: potency is the fitted concentration of half-maximal effect; % of control where 0% means no effect; nearly all actives have a fitted effect of over 65% in size
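Rescue of yeast growth: cells expressing toxic alpha-synuclein, induced in galactose at OD600 0.02, incubated with compound 24 h at 30 C. ATP luminescence quantified growth; inhibitors of toxicity appear as activators.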
GLP1R cytotox = cytotoxicity counter-screen for GLP-1 receptor inverse agonists | HEK293 cAMP-luciferase reporter cells, luminescence, 24 h | Potency, µM (titrated, usually from 38.3 µM), inactives show at the top dose activity change, negative = inhibition, usual class: inhibitors | hit rate 0.13% among 410,000 | AID 624418;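 note: loss of luciferase light is scored as toxicity; potency is the fitted concentration of half-maximal effect; % is set by controls: 0 for no effect and ±100 for the full control effect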
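1536-well qHTS counterscreen of the MLSMR; 200 cells/uL, 12 h pre-incubation, 23 nL cpd, 24 h at 37 deg C 5% CO2, luciferase detection reagent, 12 min RT, luminescence. Inhibition = undesired.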
Abeta yeast res = A-beta toxicity reversal in yeast; yeast expressing A-beta42, growth rescue, OD600, 48 h; response scale: 0% DMSO, 100% iron-clioquinol control; Potency, µM (titrated, usually from 46.1 µM), inactives show at the top dose growth rescue, usual class: activators; hit rate 0.063% among 410,000; AID 1347071; note: potency is the fitted concentration of half-maximal effect; nearly all actives have a fitted effect of over 55% in size
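Yeast growth medium received pinned compounds, then yeast cells expressing toxic A-beta were added; plates incubated at 30 C for 48 hr. Growth read as absorbance at 600 nm, normalized to DMSO and equimolar FeCl3 plus clioquinol controls.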
MmCpn inh = M. maripaludis TRiC chaperonin inhibition. purified Mm-Cpn ATPase, ADP Transcreener TR-FRET. hit rate 0.031% among 330,000. AID 504842. Potency, µM (series often up to 76.9 µM), for the others: top-dose activity, negative = inhibition, usual class: inhibitors; note: potency is the fitted concentration of half-maximal effect; % is set by controls: 0 for no effect and ±100 for the full control effect; nearly all actives have a fitted effect of over 80% in size
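Purified archaeal chaperonin (25 nM final) was preincubated with compound for 10 min at 37°C, then ATP (10 uM final) was added for 30 min at 37°C in Tris pH 7.4/KCl/MgCl2/DTT buffer. ADP was quantified by HTRF Transcreener TR-FRET.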
GLP-1R inv ag = inverse agonists of human GLP-1 receptor | HEK293 GLP-1R CRE-luciferase, luminescence, 24 h; GLP-1R form is constitutively active | Potency, µM (doses to about 38.3 µM), for the others: at the highest dose activity change, negative = inhibition, actives largely listed as inhibitors | hit rate 1.6% among 410,000; note: potency is the fitted concentration of half-maximal effect; % is set by controls: 0 for no effect and ±100 for the full control effect; nearly all actives have a fitted effect of over 55% in size
Target sequence (P43220 whole entry, looked up): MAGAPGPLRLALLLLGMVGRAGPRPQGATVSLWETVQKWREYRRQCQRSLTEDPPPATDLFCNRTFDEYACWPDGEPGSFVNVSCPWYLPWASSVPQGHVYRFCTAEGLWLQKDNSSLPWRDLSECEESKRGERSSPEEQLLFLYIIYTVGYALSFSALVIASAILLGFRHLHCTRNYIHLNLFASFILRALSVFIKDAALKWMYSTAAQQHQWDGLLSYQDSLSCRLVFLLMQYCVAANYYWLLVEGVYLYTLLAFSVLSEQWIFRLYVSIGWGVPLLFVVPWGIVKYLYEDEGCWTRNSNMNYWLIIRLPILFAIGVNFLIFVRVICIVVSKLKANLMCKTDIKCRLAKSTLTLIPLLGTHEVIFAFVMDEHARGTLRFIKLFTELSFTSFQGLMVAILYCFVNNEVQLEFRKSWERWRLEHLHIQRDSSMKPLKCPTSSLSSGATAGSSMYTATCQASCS
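Inverse agonists were sought by their lowering of basal cAMP reporter luciferase output in HEK293 cells stably carrying constitutively active human GLP-1R, after 24 h compound treatment.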
FUS yeast rescue = rescues growth of FUS-expressing yeast; S. cerevisiae FUS-expressing, growth rescue, OD600, 24 h; hit rate 0.24% among 390,000; Potency, µM (top dose mostly 76.6 µM), for the others: top-dose growth rescue (activation), hits mostly activators;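 note: potency is the fitted concentration of half-maximal effect; plate controls were DMSO vehicle for no effect and reference control for full effect; nearly all actives have a fitted effect of over 55% in size; some results filed as inactive show a strong effect at the top dose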
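S. cerevisiae expressing FUS from galactose induction served as the toxicity model. Growth after 24hr at 30C, read as absorbance at 600 nm, indicates suppression of toxicity; compounds dosed at several concentrations.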
Akt phos inh = Akt phosphorylation inhibition. activity change, % for hits at 50 µM. hit rate 0.32% among 360,000. AID 651550. Neuro2A IGF-stimulated pAkt S473 HTRF, 20 min; stronger effect = lower value; in the data active = activity change below about -80%; inconclusive = mostly about -51% to -80%; note: % is set by controls: 0 for no effect and ±100 for the full control effect
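Neuro2A cells (4,500/well, DMEM with 0.5% FBS) were treated with compound at a single 50 µM final concentration, stimulated with 6 nM IGF for 20 min at 37 °C, and lysed. Phospho-Akt Ser473 was read by HTRF as 665/615 ratio ×10^4.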
PTHR1 ag = agonists of human PTHR1 parathyroid hormone receptor | Q03431 | HEK293 GP2 PTHR1 cells, GloSensor cAMP luminescence, 1 h | Potency, µM (titrated, usually from 115 µM), without a hit: at the highest dose activation, actives largely listed as activators | hit rate 0.075% among 410,000 | AID 743266; note: potency is the fitted concentration of half-maximal effect; nearly all actives have a fitted effect of over 55% in size; some results filed as inactive show a strong effect at the top dose; inactives centre near -15; many of its hits are not listed in these tables
Target sequence (Q03431 whole entry, looked up): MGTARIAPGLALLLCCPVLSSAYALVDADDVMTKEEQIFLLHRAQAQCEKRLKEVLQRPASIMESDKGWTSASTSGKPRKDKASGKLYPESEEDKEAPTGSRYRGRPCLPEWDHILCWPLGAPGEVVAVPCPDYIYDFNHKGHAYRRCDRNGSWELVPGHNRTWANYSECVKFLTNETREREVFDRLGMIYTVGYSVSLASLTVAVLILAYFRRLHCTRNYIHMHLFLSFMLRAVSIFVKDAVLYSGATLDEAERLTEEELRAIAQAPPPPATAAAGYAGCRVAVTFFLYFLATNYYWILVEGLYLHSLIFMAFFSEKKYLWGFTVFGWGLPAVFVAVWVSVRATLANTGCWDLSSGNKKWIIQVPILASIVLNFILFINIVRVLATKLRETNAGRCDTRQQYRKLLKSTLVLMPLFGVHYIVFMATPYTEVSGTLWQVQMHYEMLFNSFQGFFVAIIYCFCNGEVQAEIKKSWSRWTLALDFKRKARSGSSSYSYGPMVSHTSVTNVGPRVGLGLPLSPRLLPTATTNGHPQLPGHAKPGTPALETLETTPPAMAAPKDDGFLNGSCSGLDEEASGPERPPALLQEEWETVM
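HEK-293-derived GP2 cells expressing PTHR1 and a GloSensor cAMP reporter, 3,000/well, plated overnight, given luciferin plus IBMX (each 0.5 mM as added) for 1 h at 37 °C, then compound for 1 h at 37 °C. Luminescence was read after 15 min at room temperature.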
TDP43 rescue = rescues yeast growth from TDP-43 toxicity; TDP-43 expressing yeast growth rescue, BacTiter-Glo, 24 h; Potency, µM (doses to about 46.1 µM), without a hit: at the highest dose growth rescue (activation), usual class: activators; hit rate 1.8% among 410,000; AID 652104; note: potency is the fitted concentration of half-maximal effect; % of control where 0% means no effect; nearly all actives have a fitted effect of over 50% in size
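Growth rescue of TDP-43-toxic yeast measured as ATP luminescence (BacTiter-Glo). Cells grown to mid-log in raffinose, induced in galactose at OD600=0.02, exposed to compound 24 hr at 30 deg C.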
* hit, by the source's call; i = inactive; ? = inconclusive; · = not tested or not shown; & = joins results of further samples; [ ] = dose if it differs, or a comment. Unless noted, calls come from the whole dose curve; as a rule, active = well fitted curve in the direction sought with a large enough effect; inconclusive = small, poorly fitted or top-dose-only effect, or another doubt; inactive = no such curve, though single readings can be large; an effect the other way counts as inactive or inconclusive.

item	Molecule	aSyn yeast inh	GLP1R cytotox	Abeta yeast res	MmCpn inh	GLP-1R inv ag
1	O=C(N/N=C/c1cccc(Oc2ccccc2)c1)c1cccc(Br)c1	13%	-35%	3%	0%	8.9µM*
2	CN(C)C(=O)N1CCN(C(=O)N2CCOCC2)CC1	-2%	9%	8%	-1%	15%
3	O=C(NNc1nc2ccccc2s1)c1ccc(F)cc1	-5%	-4%	-6%	2%	-29%
4	C=CCn1c(SCC(C)=O)nc2scc(-c3ccc(C)o3)c2c1=O	10%	-2%	7%	-1%	5%
5	COc1cccc(C(c2sc3nc(C)nn3c2O)N2CCc3ccccc3C2)c1 (stereo not drawn)	10%	-17%	-13%	0%	-3%
6	NC(c1ccccc1)c1csc(Nc2ccc(C(F)(F)F)cn2)n1 (stereo not drawn)	-21%	-10%	-11%	·	?
7	Cc1ccc(S(=O)(=O)NCc2ccccc2)cc1C(=O)N1CCCCCCC1	9%	-21%	1%	0%	-32%
8	Cc1ccc(Oc2ncccc2COC(=O)Nc2ccccc2C)cc1	-7%	9%	-7%	2%	?
9	O=C(Cc1ccc(F)cc1)N/N=C/c1ccc(-c2ccc(Cl)c(C(=O)O)c2)o1	-13%	-5%	-19%	-8%	4%
10	CCN(CC(=O)NCCCN1CCOCC1)S(=O)(=O)c1cc(Cl)ccc1Cl	-2%	9%	4%	2%	-8%
11	COc1ccc(F)cc1S(=O)(=O)Nc1ccncc1	0%	-3%	-3%	1%	11%
12	C[C@H](CO)N1C[C@H](C)[C@@H](CN(C)C(=O)NC2CCCCC2)Oc2c(cccc2N(C)C)C1=O	-6%	3%	-21%	1%	0%

item	FUS yeast rescue	Akt phos inh	PTHR1 ag	TDP43 rescue
1	19%	i	-23%[57.5 µM]	?
2	16%	i	-18%	26%
3	·	i	i	?
4	8%	i	-11%	?
5	2%	i	-20%	-3%
6	6%	i	-25%	0%
7	·	i	-15%	-14%
8	-21%	i	-5%	21%
9	8%	i	-25%	-16%
10	11%	i	-5%	-10%
11	-16%	i	i	0%
12	-27%	i	-16%	-28%

Sorted by molar mass (smallest number first): some entries from above.
item	Molecule	aSyn yeast inh	GLP1R cytotox	Abeta yeast res	MmCpn inh	GLP-1R inv ag
8	Cc1ccc(Oc2ncccc2COC(=O)Nc2ccccc2C)cc1	-7%	9%	-7%	2%	?
7	Cc1ccc(S(=O)(=O)NCc2ccccc2)cc1C(=O)N1CCCCCCC1	9%	-21%	1%	0%	-32%
10	CCN(CC(=O)NCCCN1CCOCC1)S(=O)(=O)c1cc(Cl)ccc1Cl	-2%	9%	4%	2%	-8%

item	FUS yeast rescue	Akt phos inh	PTHR1 ag	TDP43 rescue
8	-21%	i	-5%	21%
7	·	i	-15%	-14%
10	11%	i	-5%	-10%

New compounds follow.
item	Molecule	aSyn yeast inh	GLP1R cytotox	Abeta yeast res	MmCpn inh	GLP-1R inv ag
13	COc1ccc(C(C(=O)NC2CCCC2)N(CC2CCCO2)C(=O)Cc2cccs2)cc1OC (stereo not drawn)	2%	-8%	7%	1%	4%
14	O=C(CCc1ccc(O)cc1)NNC(=S)NCCc1ccccc1	10%	-5%	6%	2%	-24%
15	O=C(Cn1c(=O)nc(-c2ccccc2)c2ccccc21)Nc1ccc(Cl)cc1F	·	-8%	10%	·	-8%
16	CCc1nn(Cc2cc(C)ccc2C)c(=O)c2cc3cc(C)ccc3n12	·	-3%	-12%	·	4%
17	Cc1ccc(NC(=O)C(=O)NN=C2CCCC2)cc1C	0%	-4%	-8%	-1%	8%
18	CCc1ccc(/C([O-])=C(/C(=S)NCCN2CCOCC2)[n+]2ccccc2)cc1	-5%	9%	-17%	0%	12%
19	CC1(C2CC2)NC(=O)N(CC(=O)NCc2ccc(Cl)cc2Cl)C1=O (stereo not drawn)	1%	1%	-1%	1%	-14%
20	O=C(CNC(=O)c1ccco1)NCC(c1ccco1)N1CCCCC1 (stereo not drawn)	-3%	7%	15%	0%	-5%
21	COc1ccc(C(=O)NCCn2cc(SCC(=O)Nc3ccc(C)cc3)c3ccccc32)cc1	·	-16%	-6%	·	?
22	CCCC(=O)NCCCc1nc2ccccc2n1C	2%	-3%	5%	2%	12%
23	Clc1ccc(COc2cccc(CNCc3ccncc3)c2)cc1	2%	1%	-13%	-5%	?
24	CCN(c1ccccc1)S(=O)(=O)c1ccc(Cl)c(NC(=O)COC(=O)C2CC2C)c1 (stereo not drawn)	8%	11%	30%	-1%	?

item	FUS yeast rescue	Akt phos inh	PTHR1 ag	TDP43 rescue
13	1%	i	i	7%
14	11%	i	-6%	-2%
15	-6%	·	-19%	0%
16	-20%	·	?	-13%
17	-12%	i	-33%[inhibitor]	12%
18	-11%	i	28%	6%
19	-22%	i	-4%	17%
20	-13%	i	-15%	3%
21	?	·	-17%	?
22	-20%	i	-17%	21%
23	6%	i	-37%[inhibitor]	-18%
24	30%	i	-1%	8%

Additional compounds follow.
item	Molecule	aSyn yeast inh	GLP1R cytotox	Abeta yeast res	MmCpn inh	GLP-1R inv ag
25	Cc1cc(C)n(C(=O)CCC(=O)NCc2ccccc2)n1	-1%	7%	18%	-4%	4%
26	O=C(Nc1ccc(Cl)cc1)C1=Cc2ccccc2OC1	-11%	-8%	-9%	1%	?
27	CCCn1c(C)nnc1SCC(=O)NC1CCCCC1	0%	2%	6%	0%	4%
28	Cc1ccccc1OCCCCN1CCCCC1	2%	-6%	-2%	-13%	-4%
29	CC(C)C(=O)N1CCN(c2ccccc2NC(=O)c2cccc(Cl)c2)CC1	-6%	7%	-5%	0%	-28%
30	Cc1ccc2[nH]c(=O)c(CN(CCCN(C)C)C(=S)NCCc3ccccc3)cc2c1	-13%	?	-6%	-3%	?
31	O=[N+]([O-])c1cccc(-c2cc(C(F)(F)F)n3nc(-c4ccccc4)cc3n2)c1	8%	-17%	4%	-2%	17%
32	CCn1c(-c2ccoc2C)n[nH]c1=S	?	3%	5%	1%	7%
33	Cc1ccc(C(=O)O)cc1-c1ccc(/C=C2\SC(=O)N(CC(=O)Nc3ccc4c(c3)OCO4)C2=O)o1	3%	50%[activator]	-2%	0%	9%
34	CC1(C)Cc2c(sc3nc4n(-c5ccccc5)cnn4c(=O)c23)CO1	1%	2%	5%	1%	10%
35	CC(=O)c1ccc(N(C(=O)Cn2nnc(-c3ccccc3)n2)C(C(=O)NC2CCCCC2)c2ccccn2)cc1 (stereo not drawn)	5%	-1%	17%	-2%	0%
36	O=C(NC1CCCCC1)C(c1cccnc1)N(C(=O)c1csnn1)C1CCCC1 (stereo not drawn)	0%	-13%	21%	-1%	8%

item	FUS yeast rescue	Akt phos inh	PTHR1 ag	TDP43 rescue
25	15%	i	i	-14%
26	-8%	i	-29%[57.5 µM]	4%
27	2%	i	i	-7%
28	-11%	i	i	-20%
29	25%	i	-12%	24%
30	30%	i	i	-5%
31	14%	i	i	17%
32	8%	i	i	-17%
33	?	i	-19%	-19%
34	-4%	i	i	-6%
35	-25%	i	i	11%
36	5%	i	i	13%

Next part.
item	Molecule	aSyn yeast inh	GLP1R cytotox	Abeta yeast res	MmCpn inh	GLP-1R inv ag
37	OC1CCCN(c2c3c(nc4cc(-c5cccc(Cl)c5)nn24)CCC3)C1 (stereo not drawn)	-21%	7%	-25%	-8%	4%
38	O=C(CSc1nnc(-c2ccccc2O)o1)N1CCCCC1	0%	1%	4%	0%	9%
39	CCCc1cc(C(=O)NCc2ccc(OC)cc2)no1	5%	-13%	2%	-2%	-5%
40	O=C(NCCS(=O)(=O)N1CCN(c2ccccc2)CC1)c1ccc(Br)o1	-2%	-8%	-16%	-20%	-2%
41	C/C(=C\c1ccccc1)CN1CCC(C(=O)N2CCCCC2)CC1	0%	-5%	-25%	0%	-8%
42	COc1ccccc1C1CCN(Cc2cccc3ccccc23)CC1	-3%	-2%	-7%	0%	?
43	N#Cc1ccc(Oc2nc(C#N)cc(-c3ccccc3)n2)cc1	1%	-37%	6%	0%	-54%
44	CC(C)OCCCNC(=O)CN1C(=O)CSc2ccc(S(=O)(=O)N3CCOCC3)cc21	2%	16%&1%	2%&9%	·	-3%&-16%
45	O=C(Cn1nc(-c2ccc(Cl)cc2)ccc1=O)NCCN1CCOCC1	1%	0%	-13%	0%	2%
46	O=C(NCCO)/C(=C\c1ccco1)NC(=O)c1cccs1	-6%	16%[7.66 µM]	-20%	0%	8%[7.66 µM]
47	CC1=Nc2ccccc2N=C(NC(=O)CSc2nnnn2-c2ccccc2)C1c1ccccc1 (stereo not drawn)	7%	9%	8%	·	?
48	CCS(=O)(=O)N1CCC(n2c(C(F)(F)F)nc3cccnc32)CC1	·	2%	-3%	·	10%
49	Cc1ccc(NC2=CC(=O)CC(c3ccccc3)C2)cc1 (stereo not drawn)	-3%	-33%	-13%	-2%	?

item	FUS yeast rescue	Akt phos inh	PTHR1 ag	TDP43 rescue
37	17%	i	0%[57.5 µM]	-7%
38	24%	i	i	-4%
39	-26%	i	i	?
40	5%	i	-53%[inhibitor]	-17%
41	·	i	-24%	-3%
42	16%	i	i	5%
43	·	i	-36%	8%
44	9%&-19%	i	-5%	25%&24%
45	-16%	i	15%	-5%
46	20%	i	-18%	-24%[9.22 µM]
47	2%	i	-5%	4%
48	-24%	·	-23%	23%
49	35%	i	i	30%

A portion of the library, so the mix of outcomes need not match the whole.
